PfG6PD inh: PfG6PD (Plasmodium falciparum) enzyme inhibition | PfGluPho enzyme, NADPH resazurin-diaphorase fluorescence | inhibition, % at 20 µM | hit rate 0.78% among 350,000 | AID 504690;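 active means inhibition reaching at least a set limit at 20 µM in the primary screen, cut at about 59% in these data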;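 further: 0% = DMSO wells with substrate and 100% = DMSO wells lacking glucose-6-phosphate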
SENP7 block: inhibitors of human SENP7 protease. recombinant SENP7, Z-RLRGG-aminoluciferin luminescence, 40 min. inhibition, % at 5 µM. hit rate 1.5% among 330,000. AID 434973;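 active means inhibition above about 50% at the single test dose, limit read from the data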;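 further: plate controls were DMSO with enzyme for no effect and no enzyme buffer wells for full effect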
SENP6 inh: SENP6 protease inhibition; AID 2599; hit rate 1.8% among 330,000; Recombinant SENP6 catalytic domain, aminoluciferin luminescence; Q9GZR1; inhibition, % at 10 µM;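 active means inhibition above about 50% at the single tested dose, limit read from the data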;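 further: plate controls were DMSO wells with enzyme for no effect and DMSO wells lacking enzyme for full effect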
SENP8 block-1: blocks the human protease SENP8. Q96LD8. purified SENP8, Z-RLRGG-aminoluciferin cleavage, luminescence. inhibition, % at 10 µM. hit rate 1.2% among 330,000. AID 2540; in the data active means inhibition above about 50%
Apaf1 inhib: human Apaf-1 inhibition | reconstituted apoptosome caspase-3 activity, DEVD-Rh110 fluorescence | inhibition, % at 20 µM | hit rate 0.71% among 330,000 | AID 489030; active means inhibition of at least 40% at 20 µM;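 further: plate controls were DMSO wells for no effect and DEVD-CHO caspase inhibitor wells for full effect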
Target sequence (O14727 whole entry, looked up): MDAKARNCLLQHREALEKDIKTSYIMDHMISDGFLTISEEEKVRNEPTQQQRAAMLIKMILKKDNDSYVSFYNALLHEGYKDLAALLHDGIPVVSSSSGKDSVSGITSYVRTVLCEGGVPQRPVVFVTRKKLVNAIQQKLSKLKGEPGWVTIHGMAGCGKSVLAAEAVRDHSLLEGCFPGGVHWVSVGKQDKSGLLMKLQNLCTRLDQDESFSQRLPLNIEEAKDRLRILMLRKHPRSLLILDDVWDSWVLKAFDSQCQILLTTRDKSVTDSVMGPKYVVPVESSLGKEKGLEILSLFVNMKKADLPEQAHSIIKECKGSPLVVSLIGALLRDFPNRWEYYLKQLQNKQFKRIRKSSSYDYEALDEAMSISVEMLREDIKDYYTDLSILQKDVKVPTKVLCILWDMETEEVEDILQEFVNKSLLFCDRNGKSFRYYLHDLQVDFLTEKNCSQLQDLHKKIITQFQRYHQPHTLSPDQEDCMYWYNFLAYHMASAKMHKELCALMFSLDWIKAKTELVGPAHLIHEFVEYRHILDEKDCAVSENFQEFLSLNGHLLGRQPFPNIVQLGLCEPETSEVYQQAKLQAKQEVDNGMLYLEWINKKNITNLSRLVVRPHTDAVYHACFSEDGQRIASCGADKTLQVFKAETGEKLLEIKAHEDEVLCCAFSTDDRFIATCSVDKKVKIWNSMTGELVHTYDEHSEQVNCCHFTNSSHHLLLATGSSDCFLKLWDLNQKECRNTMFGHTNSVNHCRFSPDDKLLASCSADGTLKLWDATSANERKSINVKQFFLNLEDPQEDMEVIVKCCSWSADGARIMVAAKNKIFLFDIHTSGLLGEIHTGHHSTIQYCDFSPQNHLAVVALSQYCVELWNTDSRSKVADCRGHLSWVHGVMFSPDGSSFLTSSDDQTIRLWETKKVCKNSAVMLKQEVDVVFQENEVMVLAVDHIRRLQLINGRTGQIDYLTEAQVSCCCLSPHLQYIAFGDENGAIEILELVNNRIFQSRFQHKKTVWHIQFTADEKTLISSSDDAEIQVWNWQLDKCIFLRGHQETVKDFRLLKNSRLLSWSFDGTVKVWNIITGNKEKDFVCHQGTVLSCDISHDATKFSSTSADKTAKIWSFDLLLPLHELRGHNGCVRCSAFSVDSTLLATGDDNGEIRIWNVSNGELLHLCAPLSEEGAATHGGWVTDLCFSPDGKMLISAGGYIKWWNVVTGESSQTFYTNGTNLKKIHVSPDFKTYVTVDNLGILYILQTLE
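Medium: Hepes buffer, pH 7.5 / System: biochemical Apaf-1 apoptosome reconstitution / Measured by: Rh110 fluorescence, excitation 480 nm, emission 540 nm / Times: compound with Apaf-1, dATP, procaspase-3 30 min, then 50 min reaction, room temperature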
SENP1 FRET inh: inhibitors of human SENP1 SUMO protease catalytic domain | Q9P0U3 | recombinant SENP1 catalytic domain, CyPet-SUMO1-YPet FRET cleavage | inhibition, % at 10 µM | hit rate 0.21% among 360,000;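 active means inhibition at least 30% at 10 µM, raw YFP signal under a set limit, fluorescence ratio 0.5 to 1.5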;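 further: 0% = enzyme with DMSO and 100% = no enzyme wells; some results filed as inactive read as strong as hits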
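Material – human SENP1 catalytic domain · Input – SENP1 enzyme, 20 pM final · Compound dosing – single concentration of 10 µM compound, 0.5% DMSO final · Timing – enzyme reaction for 50 min at room temperature, dark · Measured by – FRET fluorescence in CFP and YFP emission channels · Control set – no-enzyme wells low, DMSO-plus-enzyme wells high control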
HKDC1 inh: inhibitors of human hexokinase HKDC1; Q2TB90; recombinant HKDC1, G6PDH/diaphorase resazurin coupled fluorescence; inhibition, % at 20 µM; hit rate 0.16% among 340,000; AID 493160;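 active means inhibition above about 35% when tested at 20 µM, limit read from the data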;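 further: plate controls were DMSO wells with enzyme for no effect and DMSO wells lacking enzyme for full effect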
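Test system: recombinant HKDC1 (HK5) hexokinase enzyme, produced in-house; Amount: enzyme 5 µg/mL final; Buffer or medium: Tris pH 8.0 buffer with MgCl2, Tween-20, BSA, BME; Reagent: glucose and ATP substrates; Doses: 20 µM test compound, 1% DMSO; Incubation: 90 min reaction incubation at room temperature, dark; Detection: resorufin fluorescence at 613 nm.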
SENP8 block-2: SENP8 (human) protease inhibition | recombinant SENP8, Nedd8 substrate fluorescence | inhibition, % at 20 µM | hit rate 0.64% among 360,000 | AID 602440 | Q96LD8; in the data active means inhibition mostly above about 40%, no sharp cut-off; inactive means mostly below about 27%
Starred values were filed as active, the others as inactive; i = inactive; / = not tested or not shown; & = joins results of further samples.

Sequence of screens: PfG6PD inh	SENP7 block	SENP6 inh	SENP8 block-1	Apaf1 inhib	SENP1 FRET inh	HKDC1 inh	SENP8 block-2
CC(=O)Nc1ccc(S(=O)(=O)Nc2nc(-c3ccc(C(C)(C)C)cc3)cs2)cc1
  -6	4	2	-2	9	-2	-7	8
CN(c1cccc(Cl)c1)S(=O)(=O)c1cccc(C(=O)NN2CCOCC2)c1
  6	5	6	-3	-1	0	-2	12
Cc1ccc(NC(=O)Cc2nnc(SCC(=O)NC3CCCC3)n2C)c(C)c1
  2	5	6	6	4	4	-4	1
Cc1cc(Cl)cc(C)c1OCC(=O)NC1CCCCCC1
  4	7	-4	3	9	-1	4	11
CNc1c(N)n(Cc2ccccc2)c(=O)[nH]c1=O
  -11	-21	6	0	-3	-69	-4	-162
O=C(NCc1ccncc1)c1cncc(Br)c1
  -11	8	2	-2	-3	-3	-6	17
CC(=O)N(C)Cc1ccc(C(=O)CSc2nnc(C3CC3)n2C2CC2)cc1
  8	4	10	-4	-3	0	-7	15
COc1ccccc1N(C)S(=O)(=O)c1ccc(C(=O)OCC(=O)Nc2cc(C)on2)cc1
  4	-1	-1	4	7	3	-2	2
Cc1ccc(Cn2ncc(Cl)c(Cl)c2=O)cc1
  6	2	-15	1	2	0	10	6
COC(=O)c1ccc(NC(=O)c2cc3c(CO)cnc(C)c3oc2=Nc2cccc(C(N)=O)c2)cc1
  2	-2	-7	-7	-29	-1	-5	15
CN1C(=O)CC(N2CCN(Cc3ccc(Cl)cc3)CC2)C1=O (stereo not drawn)
  10	6	-5	-2	6	0	-8	16
CC1CCCCN1CC(=O)Nc1ccc2c(c1)OCO2 (stereo not drawn)
  15	12	6	5	-1	3	4	7
OCCCCNCc1cc(Br)ccc1OCc1ccccc1F
  -3	13	5	3	-14	1	-6	13
CCCOc1ccc(C2C(=O)N(C3CCCCC3)CC(=O)N2CCCOCC)cc1OC (stereo not drawn)
  -5	-6	-3	-2	-12	-1	-10	1
CCCCNc1c(-c2ccc(OC)c(SC(C)CC)c2)nc2cc(C)ccn12 (stereo not drawn)
  21	0	22	-1	49*	-56&-47	-4	i
COc1cc(C(=O)N2CCN(c3ncnc4sc(C)c(C)c34)CC2)cc(OC)c1OC
  0	0	-48	6	-1	2	-10	9
CCC(C)(C(=O)NC1CCCCC1)N(C(=O)C1CCC(=O)N1)c1ccc(C)cc1 (stereo not drawn)
  13	4	-10	7	2	-2	1	10
COc1ccc(NC(=O)Nc2ccc3c(c2)C(=O)N([C@H](C)CO)C[C@H](C)[C@@H](CN(C)S(=O)(=O)c2ccc(F)cc2)O3)cc1
  -2	-6	2	-5	18	5	6	17
COc1cc(/C=N/N2C(C)CCCC2C)cc(Br)c1O (stereo not drawn)
  23	-5	16	5	-1	-1	11	-11
CCOC(=O)c1c(NC(NC(=O)C(C)C)C(Cl)(Cl)Cl)sc2c1CCC2 (stereo not drawn)
  26	2	13	11	5	0	3	12
Fc1cc(F)c2nc(Nc3nc4c(F)cccc4s3)sc2c1
  -7	/	/	/	/	-31	-7	-386
OC(CNCCCN1CCCCC1)COc1ccccc1 (stereo not drawn)
  -24	0	-20	3	-4	0	-4	26
O=C(CSc1ccccn1)N/N=C/c1c[nH]c2ccccc12
  6	2	3	-8	2	0	-1	12
Cc1cccc(C(=O)N2CCN(c3ccc([N+](=O)[O-])c(NCc4ccco4)c3)CC2)c1
  5	0	-8	2	17	3	1	35
COCCCNC(=O)C1CC(=O)OC1c1ccc(OC)c(OC)c1 (stereo not drawn)
  8	4	5	-4	6	1	5	12
Cc1ccc(S(=O)(=O)N2CCSC2c2ccco2)cc1 (stereo not drawn)
  34	3	-13	-3	-1	-7	2	11
CC(C)(C)c1ccc(C2SCC(=O)N2c2cccc(C(=O)O)c2)cc1 (stereo not drawn)
  -7	-35	-33	-43	9	0	-2	4
O=C(Nc1ccccc1N1CCOCC1)c1cccc(S(=O)(=O)Nc2ccccc2F)c1
  -11	-7	-4	-10	12	0	-1	6
O=C(CN1C(=O)c2ccccc2C1=O)NCc1ccncc1
  -10	-7	-3	2	-18	-2	16	8
CCOc1ccc(/C=N/NC2=NCCCCC2)cc1
  7	3	0	15	-1	3	-9	18
O=C(NCCSc1ncc(-c2ccccc2)[nH]1)c1ccco1
  1	-7	-6	4	4	0	-3	1
COc1ccc(CN2C(=O)c3cccnc3C2=O)cc1S(=O)(=O)NC(C)C
  -5	2	2	7	-6	2	-1	14
COC(=O)c1ccc(CNC(=O)COC(=O)C2CCC(C(C)(C)C)CC2)cc1 (stereo not drawn)
  20	-11	-1	-10	27	0	-3	23
O=C(NC1=NCCS1)c1ccc(N2CCCC2=O)cc1
  2	4	-14	5	-2	2	-3	16
CCOC(=O)c1nc(C)n(-c2cc(Cl)cc(Cl)c2)n1
  -5	0	-13	-4	-7	2	-10	3
CC(=O)Nc1ccc(S(=O)(=O)NCc2ccc(C)cc2)cc1
  -12	-5	-7	-1	2	2	-1	22
CCNC(=O)NC(=O)C(C)OC(=O)CCCSc1nc2ccccc2s1 (stereo not drawn)
  5	10	-5	5	0	-1	-9	23
O=C(CC(=O)Nc1ccc(Br)cc1)Nc1ccc(Br)cc1
  -6	5	8	15	-5	3	0	32
COc1ccccc1N1CCN(C(=O)c2cc3cc(C)ccc3[nH]2)CC1
  2	-3	8	0	22	2	-3	6
COCC(C)NC(=O)c1ccc(N(C)C)cc1 (stereo not drawn)
  -14	-5	-12	-1	-4	1	-6	14
CC(OC(=O)Cn1cnc2c1c(=O)n(C)c(=O)n2C)C(=O)Nc1ccc(Cl)cc1 (stereo not drawn)
  14	1	-7	-4	5	3	1	-1
CN(Cc1ccccc1)c1ncnc2[nH]ncc12
  -13	/	/	/	/	2	3	8
COc1ccc(/C=C(\NC(=O)c2ccccc2)C(=O)NCc2cccnc2)cc1
  -23	5	18	3	3	1	5	16
CCc1ccc(C(=O)COC(=O)CNC(=O)Cc2ccccc2)cc1
  -1	6	-10	-11	11	1	1	10
CC(C)(C)c1ccc(OCC(=O)N/N=C/c2ccsc2)cc1
  25	-3	-17	-8	31	4	20	6
O=C(CSc1nnnn1-c1ccccc1)NCc1ccco1
  -5	4	-13	-5	2	0	-5	12
Cc1cccc(-n2c(N)cc(=O)nc2SCC(=O)Nc2ccccc2)c1
  9	1	1	0	-4	-2	-5	4
C=CCNC(=O)C1CCCN(S(=O)(=O)c2ccc(-n3cnnn3)cc2)C1 (stereo not drawn)
  -9	6	2	7	-3	2	-3	9
CNC(=O)C1CC(=O)N(Cc2ccc(OC)c(OC)c2)C(=Nc2ccc(OC)cc2)S1 (stereo not drawn)
  -9	9	20	-4	3	0	-9	16
CCCn1nc(NS(=O)(=O)c2ccccc2)c2cc3ccccc3nc21
  -7	5	-12	1	2	-1	2	-8
O=C(O)c1cccnc1SCc1cn2cc(Br)ccc2n1
  -11	14	15	-7	0	1	0	7
Cc1ccc(C)c(SCC(=O)OCC(=O)NCCNC(=O)COC(=O)CSc2cc(C)ccc2C)c1
  12	19	-6	-3	39	0	3	9
CCCc1n[nH]c2c1/C(=N/O)CC(c1ccccc1)C2 (stereo not drawn)
  -12	6	-13	-7	3	3	-5	20
CCCc1nnc(NS(=O)(=O)c2ccccc2)s1
  -18	8	1	-8	-9	0	4	8
O=S(=O)(NCc1cc(-c2ccccc2)no1)c1ccc(Cl)cc1
  -10	-5	-10	-7	8	1	1	5
CNC(=O)Nc1cccc2cccnc12
  4	11	-13	-10	-12	-2	10	9
Cn1nnnc1NCc1cccc(Cl)c1
  1	-3	3	0	-12	1	-6	3
COc1ccc(S(=O)(=O)N(C)c2ccc(C(=O)N3CCCCC3)cc2)cc1OC
  -10	3	0	-13	-7	1	0	8
O=c1c2[nH]c3ccccc3c2ncn1CCN1CCCCC1
  3	4	11	11	10	-3	3	-42
C#CCOCCOCCOCCNc1nc(N2CCN(C(=O)C(Cc3cc4ccccc4[nH]3)n3cc(C(N)Cc4ccc(O)cc4)nn3)CC2)nc(N2CCN(C(=O)C(CCC(=O)O)n3cc(C(N)C(C)CC)nn3)CC2)n1 (stereo not drawn)
  6	-9	11	-7	11	-7	-3	-44

(listing goes on)
Sequence of screens: PfG6PD inh	SENP7 block	SENP6 inh	SENP8 block-1	Apaf1 inhib	SENP1 FRET inh	HKDC1 inh	SENP8 block-2
COc1ccc(-c2ccc3c(c2)C2CC3CCN2Cc2ccc(OC(F)(F)F)cc2)cc1 (stereo not drawn)
  13	/	/	/	/	2	-3	11
CC1CCCCN1S(=O)(=O)c1ccc(NC(=O)c2cccc(-n3cnnn3)c2)cc1 (stereo not drawn)
  6	-6	-4	-3	6	0	0	19
CCc1ccc2c(c1)C(c1ccncc1)=NNC(c1ccccc1)=N2
  -1	1	4	0	-16	3	-7	13
CCOC(=O)COc1ccc(S(=O)(=O)N2CCN(C(=O)OCC)CC2)cc1
  -9	1	-7	-6	-11	2	-8	11
Cn1cc(CC(=O)NC2CCCCC2)c2ccccc21
  -4	1	2	-6	-7	-2	4	5
CCNC(=O)C(C)Sc1ccc(Cl)cc1 (stereo not drawn)
  5	-3	6	2	-4	0	-7	10
Cc1cccc(Oc2cc(NC(=O)c3ccccc3)cc([N+](=O)[O-])c2)c1
  3	-5	-6	-1	7	4	3	20
O=C(Nc1ccccc1)c1cccc(C(=O)Nc2ccccc2)n1
  5	0	-5	7	-3	2	-8	5
CC1(C)Cc2cccc(C(=O)NCc3ccco3)c2O1
  17	0	-14	4	-5	-4	-2	-55
COC(=O)c1cc(OC)c(OC)cc1NC(=O)CN1CCCCC1
  -19	-3	-7	3	-10	0	-4	-1
Cc1nnc(SCC(=O)Nc2cccc(S(=O)(=O)NC3=NCCCCC3)c2)n1Cc1ccccc1
  -10	-6	0	-8	9	1	-11	1
COc1ccnc(Oc2ccccc2)c1C(=O)N/C=N/OCc1ccccc1F
  -15	-2	-10	-3	23	2	-8	9
Cc1cc2oc(=O)cc(-c3ccccc3)c2c(C)c1-c1ccc(N(C)C)cc1
  5	2	/	/	19	1	8	-8
CCN(CC)C(=O)c1sc(NC(=O)c2ccc(Br)o2)c(C(=O)OC)c1C
  5	4	9	8	18	-2	4	-317
O=C(Nc1ccc(-c2csnn2)cc1)C(Cl)(Cl)Cl
  16	2	-29	-2	6	-2	-1	2
CCOCCCNC(=O)Cn1cnc2sc(C)c(S(=O)(=O)N3CCN(c4ncccn4)CC3)c2c1=O
  -2	-11	-34	-9	1	-1	-4	-9
COc1ccc(C(=O)NCC(=O)N/N=C/C=C/c2ccccc2)cc1OC
  -5	9	-12	-4	-13	-1	-6	2

Profiles, quoted from the list. Screens in order: PfG6PD inh | SENP7 block | SENP6 inh | SENP8 block-1 | Apaf1 inhib | SENP1 FRET inh | HKDC1 inh | SENP8 block-2
Cc1cccc(Oc2cc(NC(=O)c3ccccc3)cc([N+](=O)[O-])c2)c1 reads 3 | -5 | -6 | -1 | 7 | 4 | 3 | 20
Cc1nnc(SCC(=O)Nc2cccc(S(=O)(=O)NC3=NCCCCC3)c2)n1Cc1ccccc1 reads -10 | -6 | 0 | -8 | 9 | 1 | -11 | 1
CCNC(=O)C(C)Sc1ccc(Cl)cc1 (stereo not drawn) reads 5 | -3 | 6 | 2 | -4 | 0 | -7 | 10
